PGK inhibitor: qHTS Assay to Find Inhibitors of Phosphoglycerate Kinase | Phosphoglycerate kinase, glycosomal (Trypanosoma brucei brucei), P07378 | actives 0.043% (n = 380,000) | Potency, µM (series often up to 57.5 µM), inactives show top-dose activity change, negative = inhibition, most hits filed as inhibitors | PGK/GAPDH coupled, Kinase-Glo luminescence, 60 min; note: potency is the fitted concentration of half-maximal effect; % is set by controls: 0 for no effect and ±100 for the full control effect; nearly all actives have a fitted effect of over 60% in size
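Luminescent ATP detection (Kinase-Glo Plus) follows a 60-minute room-temperature incubation, with wells lacking PGK as controls. Buffer: 100 mM TEA (pH 7.6), 5 mM MgCl2, 0.01% Tween-20. Coupling enzyme GAPDH (100 nM final) supplies unstable 1,3-BPG in-well.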
POLH inh: qHTS for Inhibitors of Polymerase Eta; recombinant Pol eta, fluorescent DNA replication assay; Potency, µM (doses to about 114 µM), for inactives: at the top dose activity change, negative = inhibition, usual class: inhibitors; actives 1.2% (n = 390,000); note: potency is the fitted concentration of half-maximal effect; % is set by controls: 0 for no effect and ±100 for the full control effect
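Fluorescent replication assay: 50 nM final substrate added after a 15 min room-temperature compound preincubation with 10 nM enzyme. Signal taken at 0 min and again at 10 min.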
GLS inh: qHTS for Inhibitors of Glutaminase (GLS); Glutaminase kidney isoform, mitochondrial (Homo sapiens), O94925; GLS enzymatic activity, qHTS titration; Potency, µM (series often up to 45.5 µM), without a hit: at the highest dose activity change, negative = inhibition, hits mostly inhibitors; actives 0.21% (n = 410,000); note: potency is the fitted concentration of half-maximal effect; % is set by controls: 0 for no effect and ±100 for the full control effect
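hKGA; 45 mM KH2PO4 pH 8.2 + 0.02% Tween-20; cpd via pin tool; 1 mM Gln soln; GluOx/HRP/Amplex Red; RT 30 min; fluor. t0 & final.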
JMJD2A Tudor inh: qHTS Assay for Inhibitors of JMJD2A-Tudor Domain. Potency, µM (doses to about 114 µM), for inactives: at the highest dose activity change, negative = inhibition, usual class: inhibitors. Lysine-specific demethylase 4A (Homo sapiens), O75164. AlphaScreen JMJD2A-Tudor / H3K4me3 peptide binding. AID 504339, 2011. actives 4.4% (n = 390,000); note: potency is the fitted concentration of half-maximal effect; % is set by controls: 0 for no effect and ±100 for the full control effect; nearly all actives have a fitted effect of over 50% in size
Target sequence (O75164 whole entry, looked up, the tested form may be a part): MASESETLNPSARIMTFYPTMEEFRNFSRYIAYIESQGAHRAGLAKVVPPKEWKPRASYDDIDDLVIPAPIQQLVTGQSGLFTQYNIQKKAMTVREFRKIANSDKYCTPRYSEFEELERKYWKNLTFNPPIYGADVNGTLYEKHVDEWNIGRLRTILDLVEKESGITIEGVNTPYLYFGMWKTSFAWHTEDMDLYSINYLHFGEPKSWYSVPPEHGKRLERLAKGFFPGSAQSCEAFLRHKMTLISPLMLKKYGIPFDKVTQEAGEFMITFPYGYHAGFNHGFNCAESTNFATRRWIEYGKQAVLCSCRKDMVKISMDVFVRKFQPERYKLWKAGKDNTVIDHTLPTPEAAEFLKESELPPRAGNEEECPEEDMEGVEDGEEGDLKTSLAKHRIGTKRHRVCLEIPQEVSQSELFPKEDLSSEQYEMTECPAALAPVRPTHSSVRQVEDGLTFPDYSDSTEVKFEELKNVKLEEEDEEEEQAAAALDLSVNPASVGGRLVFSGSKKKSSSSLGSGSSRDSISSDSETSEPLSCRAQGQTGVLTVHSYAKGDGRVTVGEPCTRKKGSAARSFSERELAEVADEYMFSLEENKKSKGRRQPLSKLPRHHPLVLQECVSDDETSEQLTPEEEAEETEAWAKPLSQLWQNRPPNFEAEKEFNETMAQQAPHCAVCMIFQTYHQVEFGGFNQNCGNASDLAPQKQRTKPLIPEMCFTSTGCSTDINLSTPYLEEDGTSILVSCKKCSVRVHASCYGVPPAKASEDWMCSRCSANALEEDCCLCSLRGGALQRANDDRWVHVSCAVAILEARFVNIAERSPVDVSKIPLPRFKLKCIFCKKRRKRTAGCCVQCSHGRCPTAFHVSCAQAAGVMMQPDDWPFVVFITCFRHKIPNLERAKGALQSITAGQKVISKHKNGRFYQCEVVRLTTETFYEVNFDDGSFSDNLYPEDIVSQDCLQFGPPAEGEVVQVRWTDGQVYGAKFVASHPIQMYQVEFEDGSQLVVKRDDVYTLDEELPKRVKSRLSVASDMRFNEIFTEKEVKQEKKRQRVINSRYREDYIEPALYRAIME
HP1b chromo inh: HTS for Inhibitors of HP1-beta Chromodomain Interactions with Methylated Histone Tails. AlphaScreen HP1-beta / biotin-H3K9me3 peptide binding. Potency, µM (titrated, usually from 114 µM), without a hit: top-dose activity change, negative = inhibition, usual class: inhibitors. actives 0.56% (n = 390,000); note: potency is the fitted concentration of half-maximal effect; nearly all actives have a fitted effect of over 70% in size; inactives centre near 23
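HP1-beta protein (50 nM final) preincubated 30 min at room temperature with biotinylated H3(1-18)K9me3 peptide (50 nM) in PBS pH 7.4, 0.01% Tween-20, then compound added for 30 min. AlphaScreen streptavidin donor/nickel chelate acceptor beads (10 ug/mL final), 30 min dark, luminescence read.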
PI4K2A block: qHTS for small molecular inhibitors of PI4K2A; purified PI4K2A, ADP-Glo luminescence, 1 h; stronger effect = lower value; activity change, negative = inhibition, % at 76.9 µM; actives 0.13% (n = 420,000); AID 1346378, 2018; in the data active = activity change below about -50%; inconclusive = mostly about -30% to -49%;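 note: -100% = wells without enzyme as full effect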
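Compounds are screened against recombinant PI4K2A using PI as substrate and ATP, the latter dispensed at 300 microM. Reactions run one hour at ambient temperature before ADP-Glo detection; full inhibition defined by wells lacking enzyme.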
G9a block: qHTS Assay for Inhibitors of Histone Lysine Methyltransferase G9a; Histone-lysine N-methyltransferase EHMT2 (Homo sapiens), Q96KQ7; G9a H3K9 monomethylation, AlphaScreen, 2 h; Potency, µM (top dose mostly 102 µM), for the others: at the top dose activity, negative = inhibition, most hits filed as inhibitors; actives 8.8% (n = 350,000); AID 504332, 2011; note: potency is the fitted concentration of half-maximal effect; % is set by controls: 0 for no effect and ±100 for the full control effect; nearly all actives have a fitted effect of over 75% in size
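AlphaScreen read-out: biotin-H3K9 peptide (500 nM) methylation by 20 nM enzyme with 20 uM SAM, 2 h at room temperature after 15 min compound preincubation; anti-monomethyl H3K9 antibody plus donor/acceptor beads, 10 min dark.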
Pin1 inhibitor: qHTS Assay to Find Inhibitors of Pin1; actives 0.009% (n = 390,000); Peptidyl-prolyl cis-trans isomerase NIMA-interacting 1 (Homo sapiens), Q13526; Potency, µM (highest dose often 115 µM), without a hit: at the highest dose activity, negative = inhibition, actives largely listed as inhibitors; Pin1 FP peptide displacement, HiFluor488, 10 min; active = well fitted inhibition curve with a large enough effect in the polarisation, with a control signal flat, not every such curve was filed as active; inconclusive = small, poorly fitted or top-dose-only effect, or effect the other way, or a change in a side signal; inactive = no such curve, though single readings can be large or run the other way; the % refers to the polarisation; note: potency is the fitted concentration of half-maximal effect; % is set by controls: 0 for no effect and ±100 for the full control effect
BAZ2B inh: qHTS Assay for Inhibitors of BAZ2B | AlphaScreen BAZ2B-H3K14Ac peptide displacement | Bromodomain adjacent to zinc finger domain protein 2B (Homo sapiens), Q9UIF8 | Potency, µM (series often up to 114 µM), without a hit: at the top dose activity change, negative = inhibition, usual class: inhibitors | AID 504333, 2011 | actives 4.4% (n = 360,000); note: potency is the fitted concentration of half-maximal effect; % is set by controls: 0 for no effect and ±100 for the full control effect; nearly all actives have a fitted effect of over 60% in size
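AlphaScreen displacement: compounds (up to 110uM) incubated 30 min at room temperature with a preformed 50 nM BAZ2B/50 nM biotinylated H3K14Ac peptide complex in PBS pH 7.4 with Tween-20. Donor and acceptor beads at 10 ug/mL final added, 20 min light-protected before reading.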
* = called active by the depositor; i = inactive; ? = inconclusive; / = no result given; [ ] = dose if it differs, or a comment. Unless noted, calls come from the whole dose curve; as a rule, active = well fitted curve in the direction sought with a large enough effect; inconclusive = small, poorly fitted or top-dose-only effect, or another doubt; inactive = no such curve, though single readings can be large; an effect the other way counts as inactive or inconclusive.

Start of the data: the first two compounds (preview)
no.	canonical_smiles	PGK inhibitor	POLH inh	GLS inh	JMJD2A Tudor inh	HP1b chromo inh
1	COc1cccc(NCc2nnc3n2CCCCC3)c1	-2%	-9%	48%[activator]	7%	24%[57 µM]
2	COc1ccc2c(c1)CCc1c-2n[nH]c1C(=O)NCCC(C)C	-4%	-11%	-3%	-16%	21%

no.	PI4K2A block	G9a block	Pin1 inhibitor	BAZ2B inh
1	-3	-23%[59 µM]	2%	0%
2	-6	5%	-8%	-3%

This part in full, previewed entries included:
no.	canonical_smiles	PGK inhibitor	POLH inh	GLS inh	JMJD2A Tudor inh	HP1b chromo inh
1	COc1cccc(NCc2nnc3n2CCCCC3)c1	-2%	-9%	48%[activator]	7%	24%[57 µM]
2	COc1ccc2c(c1)CCc1c-2n[nH]c1C(=O)NCCC(C)C	-4%	-11%	-3%	-16%	21%
3	COc1ccc([N+](=O)[O-])cc1N(CC(O)CN(CC(C)C)CC(C)C)S(=O)(=O)c1ccccc1 (centres undefined)	-9%	-26%	3%	-26%	3%
4	Clc1cccc(Nc2nc(N3CCOCC3)nc(N3CCOCC3)n2)c1	-10%	-7%	-3%	-7%	57%[activator]
5	COc1ccc(NC(=O)N2CCN(c3nc(-c4cccc(OC)c4)cs3)CC2)cc1	-5%	-10%	17%	-29%	-2%
6	O=C(CNC(=O)C1COc2ccccc2O1)Nc1cc(Cl)ccc1Cl (centres undefined)	-1%	-15%	-7%	-8%	30%
7	CC(=O)Nc1ccc(Nc2ncnc3c2c(-c2ccccc2)cn3-c2ccc(C)c(Cl)c2)cc1	-1%	7%	7%	-29%	-2%
8	Cc1nc(NCC2CCCO2)nc2c1C(=O)CC(C)C2 (centres undefined)	9%	-16%	11%	-1%	14%
9	O=C(Cc1ccccc1)Nc1ccc(Br)c(Cl)c1	i	-4%	0%	-9%	23%
10	Cc1ccc(SCC(=O)OCC(=O)NCCc2ccccc2)cc1	2%	-3%	-2%	3%	41%[activator]
11	O=C(CCN1C(=O)/C(=C\c2ccccc2F)SC1=S)N1CCCCC1	i	-13%	?	-32%	8%
12	CCOc1ccc(N(CC)S(=O)(=O)c2cccc3nsnc23)cc1	-3%	-6%	?	?	-22%
13	COc1ccc(Nc2nccc3c2ncn3C)cc1	-13%	-10%	-26%	-15%	-24%
14	COC(=O)c1sc(S(=O)(=O)Oc2ccccc2NC(C)=O)c(C(=O)OC)c1C	i	-15%	-10%	-28%	27%
15	COc1ccc(C2=NN(C(=O)CSc3ncccn3)C(c3ccc(OC)cc3)C2)cc1 (centres undefined)	i	-19%	-14%	-24%	18%

no.	PI4K2A block	G9a block	Pin1 inhibitor	BAZ2B inh
1	-3	-23%[59 µM]	2%	0%
2	-6	5%	-8%	-3%
3	12	?	-13%	?
4	?	50µM*	1%	-18%[57.1 µM]
5	6	13µM*	59%[activator]	?
6	-4	14%	-3%	5%
7	-2	2%[59 µM]	-3%	-12%
8	-2	16%[59 µM]	8%	3%
9	1	20%[59 µM]	0%	96%[activator]
10	6	3%[12.7 µM]	0%	0%
11	0	-11%	-2%	?
12	-5	15%[0.501 µM]	-9%	?
13	-13	/	-4%	/
14	0	?	-5%	-1%
15	5	-10%[59 µM]	?	?

no.	canonical_smiles	PGK inhibitor	POLH inh	GLS inh	JMJD2A Tudor inh	HP1b chromo inh
16	COc1ccccc1CNC(=O)c1cc2c(=O)n(Cc3cccs3)ccc2nc1C	0%	-4%	6%	-15%	52%[activator]
17	CN(c1ccccc1)S(=O)(=O)c1cccc(NC(=O)c2ccc(=O)[nH]n2)c1	-10%	-6%	0%	-34%	-5%
18	COc1cc(OC)cc(C(=O)Nc2nc(CC(=O)NC(C)c3ccccc3)cs2)c1 (centres undefined)	-5%	-8%	2%	-32%	0%
19	Cc1cccc(C(=O)Nc2nc3ccc(S(C)(=O)=O)cc3s2)c1	-3%	-5%	-5%	-20%	45%[activator]
20	Cc1cc(C(=O)Nc2ccc(F)cc2)c2ccccc2n1	-2%	-2%	6%	-11%	22%
21	Cc1ccc(S(=O)(=O)N2CCN(C(=O)CCn3nc(C)c(C)c3C)CC2)cc1C	13%	-1%	-2%	-18%	5%
22	CN(C(=O)COC(=O)c1ccccc1Nc1ccccc1)c1c(N)n(Cc2ccccc2)c(=O)[nH]c1=O	i	-17%	-2%	-20%	15%
23	Cc1c(CN2CCCC(C(=O)c3cccc(Cl)c3)C2)c(=O)n(-c2ccccc2)n1C (centres undefined)	2%	14%	-15%	-9%	15%
24	NC(=O)Cn1c(=O)n(Cc2ccco2)c(=O)c2c3c(sc21)CCCCC3	i	40µM*	-16%	56µM*	-45%
25	O=C(Cc1cccs1)N1CCN(c2ccccn2)CC1	i	-11%	-4%	3%	27%
26	O=C(Cc1nnc(NC(=O)Nc2ccc(Cl)cc2)s1)NCc1ccccc1	1%	-2%	6%	-5%	16%
27	CC(C)Cn1c(N2CCN(C(=O)c3cccs3)CC2)nc2ccccc21	-2%	-4%	8%	-2%	28%
28	CCOc1ccc(C(=O)Nc2ccc3oc(-c4ccc5ccccc5c4)nc3c2)cc1	2%	13%	4%	6%	25%
29	CC1(C)CC(CCN)(Cc2ccccc2Cl)CCO1 (centres undefined)	-7%	-17%	-8%	-9%	33%
30	c1ccc(-c2nc3ccccn3c2-c2ccccc2)cc1	-5%	-19%	0%	-1%	6%

no.	PI4K2A block	G9a block	Pin1 inhibitor	BAZ2B inh
16	-15	16%[59 µM]	2%	-2%
17	1	/	8%	/
18	8	?	8%	50µM*
19	-9	3%	4%	2%
20	2	0%	4%	-3%
21	3	26%	-2%	1%
22	-4	14µM*	9%	-26%
23	3	/	-2%	2%
24	-22	20µM*	?	?
25	2	-10%[59 µM]	2%	24%
26	-1	5%	6%	-1%
27	3	-7%	-1%	-1%
28	-6	5%[59 µM]	1%	0%
29	-2	10%	-8%	-17%
30	-2	/	-4%	/

POLH inh: entries above that show a hit
no.	canonical_smiles	PGK inhibitor	POLH inh	GLS inh	JMJD2A Tudor inh	HP1b chromo inh
24	NC(=O)Cn1c(=O)n(Cc2ccco2)c(=O)c2c3c(sc21)CCCCC3	i	40µM*	-16%	56µM*	-45%

no.	PI4K2A block	G9a block	Pin1 inhibitor	BAZ2B inh
24	-22	20µM*	?	?

More results.
no.	canonical_smiles	PGK inhibitor	POLH inh	GLS inh	JMJD2A Tudor inh	HP1b chromo inh
31	O=C(CSc1ccccc1F)NCC1(N2CCCCC2)CCCCC1	-12%	-7%	-1%	-9%	62%[activator]
32	CCOc1ccc(-n2c(SCC(=O)Nc3cc(C)ccc3C)nc3c([nH]c4ccccc43)c2=O)cc1	-9%	9%	-1%	-8%	24%[57 µM]
33	CCOC(=O)c1cnc(-n2nc(C)cc2C)nc1NCCO	-12%	-7%	7%	10%	27%
34	O=C(COC(=O)c1ccc2c(c1)OCCO2)Nc1cc(Cl)ccc1Cl	i	-2%	-16%	0%	27%
35	CC(C)C(=O)N1CCN(c2ccccc2N)CC1	-6%	-9%	32%[activator]	-8%	42%[activator]
36	CCCCOC(=O)c1ccc(NC(=O)C(=O)NCC2CCCO2)cc1 (centres undefined)	8%	3%	-1%	7%	21%
37	Cc1ccc(S(=O)(=O)N2CCN(C(=O)COC(=O)c3cnc(C)cn3)CC2)c(C)c1	5%	-3%	3%	-5%	21%
38	Cc1ccc(CN2CCCN(CC(=O)Nc3ccc(C)cc3C)S2(=O)=O)cc1	-2%	-20%	3%	11%	56%[activator]
39	CC1(C)C2CCC1(CS(=O)(=O)N1CCCC1C(=O)O)C(=O)C2 (centres undefined)	5%	-2%	18%	-11%	14%
40	CCSC1=N/C(=C\C=C2/Oc3ccccc3N2CC)C(=O)S1	-3%	2%	18%	35µM*	?

no.	PI4K2A block	G9a block	Pin1 inhibitor	BAZ2B inh
31	-24	-1%[59 µM]	6%	9%
32	-4	0%[59 µM]	6%	4%
33	-5	-14%[0.501 µM]	0%	5%
34	5	-2%[59 µM]	5%	-5%
35	-1	1%	0%	8%
36	0	?	?	-4%
37	-3	-27%	-3%	-4%
38	3	?	-1%	4%
39	5	/	-2%	/
40	-2	13µM*	?	32µM*

Sorted by value in HP1b chromo inh (descending): five of the compounds above.
entry | smiles | HP1b chromo inh
14 | COC(=O)c1sc(S(=O)(=O)Oc2ccccc2NC(C)=O)c(C(=O)OC)c1C | 27%
22 | CN(C(=O)COC(=O)c1ccccc1Nc1ccccc1)c1c(N)n(Cc2ccccc2)c(=O)[nH]c1=O | 15%
30 | c1ccc(-c2nc3ccccn3c2-c2ccccc2)cc1 | 6%
18 | COc1cc(OC)cc(C(=O)Nc2nc(CC(=O)NC(C)c3ccccc3)cs2)c1 (centres undefined) | 0%
7 | CC(=O)Nc1ccc(Nc2ncnc3c2c(-c2ccccc2)cn3-c2ccc(C)c(Cl)c2)cc1 | -2%

Screening data deposited in PubChem by National Center for Advancing Translational Sciences (NCATS).

Some of the compounds tested, so the mix of outcomes need not match the whole.
